CHO-K1 Ca PAM: nonselective activator or artifact in parental CHO-K1 calcium assay. ATP EC20, Fluo-8 calcium fluorescence; 0% at ATP EC20, 100% at ATP max. activation, % at 3 µM. hit rate 0.02% among 360,000;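 active means activation above the run cutoff, the mean activation of all test compounds plus 3 SD, cut at about 40% in these data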;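 further: peak over basal fluorescence ratio in a 140 s read after ATP addition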
CHRM4 PAM: potentiates acetylcholine response at human M4 receptor; P08173; activation, % at 3 µM; CHO-K1 hM4/Gqi5, Fluo-8 calcium fluorescence, ACh EC20; 0% = ACh EC20, 100% = maximal ACh; AID 624126; hit rate 0.4% among 360,000;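 active means activation above its plate's cutoff, the mean activation of sample wells plus 3 SD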; further: some results filed as inactive read as strong as hits
Target sequence (P08173 whole entry, looked up): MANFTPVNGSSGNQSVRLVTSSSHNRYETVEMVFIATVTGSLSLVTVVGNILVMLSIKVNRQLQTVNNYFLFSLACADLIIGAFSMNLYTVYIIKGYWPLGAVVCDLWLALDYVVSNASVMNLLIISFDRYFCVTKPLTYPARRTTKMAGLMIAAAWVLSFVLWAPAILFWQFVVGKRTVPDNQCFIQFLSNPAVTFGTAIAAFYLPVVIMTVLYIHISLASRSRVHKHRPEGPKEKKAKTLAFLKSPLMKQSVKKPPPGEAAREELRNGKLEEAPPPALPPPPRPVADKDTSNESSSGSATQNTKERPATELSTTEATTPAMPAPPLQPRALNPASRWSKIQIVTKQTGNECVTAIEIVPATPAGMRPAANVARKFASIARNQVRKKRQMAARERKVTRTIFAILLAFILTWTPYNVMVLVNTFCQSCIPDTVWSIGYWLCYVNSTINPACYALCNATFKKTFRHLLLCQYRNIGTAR
TAAR1 ag: human TAAR1 agonism | activation, % at 3 µM | Q96RJ0 | CHO RD-HGA16 TAAR1, Fluo-8 calcium fluorescence; vehicle wells 0%, saturating PEA agonist 100% | AID 624467 | hit rate 0.99% among 360,000;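 active means activation above the mean activation of all test compounds in the run plus 3 SD, cut at about 38% in these data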
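System: CHO RD-HGA16 cells carrying human TAAR1 plus Gα16; Incubation: 17-24 h seeding, 75 min 37 °C dye, 30 min RT; Measured by: Fluo-8 fluorescence, 5 s baseline then 140 s kinetic read; Control set: DMSO and PEA EC100; Replication: single well for each compound.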
CRFR2-BP antag: CRF-BP/CRF-R2 complex antagonism; inhibition, % at 11.8 µM; HEK293 CRF-R2/CRF-BP, CRF-induced calcium fluorescence; hit rate 0.59% among 350,000; AID 588475;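 active means inhibition of the ligand-induced calcium signal above about 50% at the single tested concentration, limit read from the data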
M5 antag: CHRM5 antagonism in calcium assay. P08912. CHO-hM5 cells, Fluo-8 calcium fluorescence, ACh EC80. inhibition, % at 3 µM. hit rate 0.59% among 360,000. AID 624040;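 active means inhibition above a per-plate cutoff, the mean of that plate's test compounds plus 3 SD, cut at about 27% in these data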;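 further: 0% = acetylcholine EC80 with DMSO and 100% = DMSO without agonist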
Target sequence (P08912 whole entry, looked up): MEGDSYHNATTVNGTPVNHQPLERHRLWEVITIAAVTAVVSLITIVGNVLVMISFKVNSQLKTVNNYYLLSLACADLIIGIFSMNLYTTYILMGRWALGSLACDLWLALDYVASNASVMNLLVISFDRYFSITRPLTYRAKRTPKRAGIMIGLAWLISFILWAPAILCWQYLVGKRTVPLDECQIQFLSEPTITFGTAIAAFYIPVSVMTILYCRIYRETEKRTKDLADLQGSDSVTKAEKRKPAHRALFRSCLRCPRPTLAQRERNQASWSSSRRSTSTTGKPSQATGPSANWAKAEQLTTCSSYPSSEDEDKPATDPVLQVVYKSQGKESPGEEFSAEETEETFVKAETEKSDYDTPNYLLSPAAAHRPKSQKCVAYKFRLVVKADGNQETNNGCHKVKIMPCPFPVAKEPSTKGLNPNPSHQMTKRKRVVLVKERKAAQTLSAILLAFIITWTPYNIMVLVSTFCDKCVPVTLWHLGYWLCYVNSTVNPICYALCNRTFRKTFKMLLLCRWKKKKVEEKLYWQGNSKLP
TAAR1 antagonist: human TAAR1 antagonism; Q96RJ0; CHO RD-HGA16 TAAR1, Fluo-8 calcium fluorescence, antagonist; inhibition, % at 3 µM; hit rate 1.5% among 360,000;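 active means inhibition above a per-plate cutoff, the mean inhibition of test compounds on that plate plus 3 SD, cut at about 49% in these data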;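 further: 0% = DMSO plus EC80 beta-PEA response and 100% = DMSO alone without agonist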
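Test system: hTAAR1-expressing CHO RD-HGA16 cells, Gα16-coupled; Probe or stimulus: EC80 β-phenethylamine stimulus; Compound dosing: single nominal final test compound concentration of 3 µM; Timing: 140 s kinetic read after compound, 140 s after agonist; Signal: Fluo-8 calcium-sensitive fluorescence; Measure: % inhibition of agonist calcium response; Controls: DMSO and EC80 PEA controls.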
CRFR2-BP ag: agonists of human CRF-binding protein/CRF-R2 receptor complex | AID 588473 | hit rate 0.46% among 350,000 | HEK293 CRF-R2/CRF-BP, calcium dye fluorescence (FLIPR); percent of saturating CRF peptide response | activation, % at 13.2 µM;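 active means activation of at least 50%, plus an integration ratio under a set limit after plate pattern correction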;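 further: plate controls were neutral control wells without compound for no effect and CRF at EC100 for full effect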
CHRM5 PAM: CHRM5 positive allosteric modulation. activation, % at 3 µM. hit rate 0.3% among 360,000. CHO-K1 hM5, Fluo-8 calcium, ACh EC20 PAM; 0% = ACh EC20, 100% = ACh EC100. P08912;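 active means activation above the run cutoff, the mean activation of all test compounds plus 3 SD, cut at about 18% in these data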
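Probe or stimulus: acetylcholine, EC20 level; Assay system: human M5 receptor in CHO-K1 cells; Schedule: compound preincubation 140 s before EC20 acetylcholine addition; Technique: intracellular calcium via Fluo-8 fluorescence; Dosing: single-point, 3 µM nominal; Read-out basis: percent activation from peak-over-basal fluorescence ratio, scaled EC20-to-EC100 acetylcholine; Repeats: one well per compound, no replicates.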
M5 ag: CHRM5 agonism in calcium assay; CHO-K1 hM5 cells, Fluo-8 calcium fluorescence; 0% DMSO wells, 100% maximal acetylcholine response; AID 624037; hit rate 0.19% among 360,000; activation, % at 3 µM; P08912;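 active means activation above the run's mean over test compounds plus 3 SD, cut at about 23% in these data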;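 further: signal is peak over basal fluorescence ratio across the kinetic read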
The depositor's hits bear a star; nt = no result given.

SMILES	CHO-K1 Ca PAM	CHRM4 PAM	TAAR1 ag	CRFR2-BP antag	M5 antag	TAAR1 antagonist	CRFR2-BP ag	CHRM5 PAM	M5 ag
CCCCOC(=O)N1CCOCCOCCOCCOCC1	20	-5	5	-14	10	-2	0.3	0	2
Cc1ccc(NC(=O)NCC(c2cccnc2)N2CCOCC2)cc1 (stereo not drawn)	-7	6	2	-17	2	-1	0.4	-1	0
Cc1cc(=O)c(C(=O)O)nn1-c1cccc(C(F)(F)F)c1	13	7	-1	8	-5	-20	-1.7	3	-2
CCC(C)c1ccc(OCC(=O)Nc2ccc(Cl)cn2)cc1 (stereo not drawn)	10	-7	3	-23	-2	19	2.5	0	-5
O=C(/C=C/c1cn(CC(O)CN2CCCCC2)c2ccccc12)c1cccs1 (stereo not drawn)	11	-5	6	-80	-4	-4	63*	-3	-4
O=C(NC1CCCCC1)C1CC(=O)N(c2cccc([N+](=O)[O-])c2)C1 (stereo not drawn)	5	-4	6	-2	16	-5	0.6	-8	-1
COc1c(O)cc(O)c2c(=O)cc(-c3ccccc3)oc12	-7	-1	-1	-10	7	-1	4.8	-3	-1
N#C/C(=C\c1cccnc1)C(=O)Nc1cccc(Cl)c1	19	0	5	-29	4	-25	4.1	6	5
Cc1cc2cc(CN(Cc3ccc4c(c3)OCO4)Cc3nnnn3C3CCCC3)c(=O)[nH]c2cc1C	20	-6	7	-5	-10	40	-2.0	9	0
CC(=O)OCC1=C(C(=O)O)N2C(=O)C(NC(=O)c3ccc(COc4cccc(Cl)c4Cl)o3)C2SC1 (stereo not drawn)	-16	-8	6	13	8	2	-1.8	-6	2
CC[C@]12c3[nH]c4cc(-c5ccco5)ccc4c3CCN1C(=O)[C@@H](CC(=O)NCCCn1ccnc1)C[C@@H]2C(=O)N1CCN(C(=O)c2ccco2)CC1	18	5	1	2	-9	-6	0.2	2	-2
CCOc1ccc(CNc2ccc(N3CCN(Cc4ccccc4)CC3)cc2)cc1	20	-2	2	-4	3	-12	-1.9	-4	0
COc1ccc(C(CCN2CCCC(C)C2)c2c(OC)cc(OC)c3c(-c4ccccc4)cc(=O)oc23)cc1 (stereo not drawn)	10	-6	56*	-14	14	45	48	1	0
CCN(CC(N)=O)S(=O)(=O)c1ccc(F)cc1	9	0	5	33	-3	0	-2.9	-5	-4
Cc1cccc(NC(=O)CCc2nnc3ccc(N4CCC(C)CC4)nn23)n1	5	0	nt	-7	8	nt	-0.2	0	-3
Cc1cc(C)n(-c2nc3ccccc3c(=O)n2OCc2ccc(F)cc2)n1	17	-1	6	3	-1	-3	0.5	-3	-5
CCOC(=O)N1CCN(C(=O)CNS(=O)(=O)c2c(C)cc(C)cc2C)CC1	19	-3	1	-5	-9	-1	1.5	5	0
COc1ccc2cc(CN(CC3CCCO3)S(=O)(=O)c3ccccc3Cl)c(=O)[nH]c2c1 (stereo not drawn)	21	-9	5	-18	6	19	-1.0	-3	1
Cc1ccccc1-n1c(SCc2csc(Nc3ccccc3)n2)nnc1-c1cccnc1	22	-10	2	-12	-6	2	0.4	-6	-5
CC(=O)OCCc1[nH]c2ccccc2c1C	5	14	4	2	9	-6	-3.2	2	-2
COCc1c(C(=O)N/N=C(\C)c2ccncc2)nnn1-c1nonc1N	-4	6	8	-10	7	-8	2.5	0	-2
O=C(O)/C=C/C(=O)N(Cc1ccc2c(c1)OCO2)C1CC(=O)N(CCc2ccccc2)C1=O (stereo not drawn)	18	-1	8	-10	3	-4	-0.9	6	-1
CC(C)(C)OC(=O)NC1CNNC1=O (stereo not drawn)	15	9	12	-4	2	10	0.3	9	3
Cc1c(O)c2ccccc2n(-c2ccccc2)c1=O	20	12	3	-12	4	-25	0.9	-2	3
Cc1ccccc1-c1nc(C(=O)NCC2CCCO2)cc2c1[nH]c1ccccc12 (stereo not drawn)	-9	-5	0	-23	14	55*	-1.6	-10	-1

Next section:
SMILES	CHO-K1 Ca PAM	CHRM4 PAM	TAAR1 ag	CRFR2-BP antag	M5 antag	TAAR1 antagonist	CRFR2-BP ag	CHRM5 PAM	M5 ag
Cc1noc(C)c1CSCC(=O)N(C)CC(=O)Nc1cccc(F)c1	-10	-1	1	13	16	-12	-1.7	-1	0
COc1ccccc1Nc1nc(NCC2CCCO2)c2ccccc2n1 (stereo not drawn)	5	-5	5	-1	9	-15	-0.5	-7	-6
O=S1(=O)CC(N2CCN(Cc3ccccc3F)CC2)CN1Cc1cn(Cc2ccc(Cl)cc2)nn1 (stereo not drawn)	-6	-8	3	nt	-1	-29	nt	-7	2
CCOc1ccc(CCNC(=O)COC(=O)Cn2nc(C)c([N+](=O)[O-])c2C)cc1OCC	9	10	0	4	-1	-39	-0.9	1	0
Cc1ccc2nc(NC(=O)C3=NN(c4ccccc4)C(=O)CC3)sc2c1	5	0	2	1	-1	27	1.7	-1	0
CC1(C)NC(=O)N(c2ccccc2Cl)C1(C)NO (stereo not drawn)	17	12	2	11	-7	-7	-1.4	3	2
CCCCn1c(SCC(=O)OCC)nc2c(sc(=S)n2-c2ccccc2OC)c1=O	8	-8	-2	22	5	1	-1.0	-2	-11
O=C(NCC(c1cccnc1)N1CCN(c2ccc(F)cc2)CC1)C1CCCCC1 (stereo not drawn)	19	15	3	0	-7	5	-1.9	3	1
CN(C)CCCN(C(=O)C1COc2ccccc2O1)c1nc2cc3c(cc2s1)OCO3 (stereo not drawn)	-5	-5	7	6	16	-4	0.2	-8	-5
Cc1oc(C(=O)O)cc1COc1cccc2ccccc12	1	-3	1	-6	-6	10	0.5	-5	2
COc1cc(/C=N/Nc2ccccc2[N+](=O)[O-])cc(OC)c1O	23	10	0	23	2	-7	-0.6	1	-2
C/C(=C\c1ccco1)C1C(C#N)=C(N)Oc2n[nH]c(-c3ccc(C)cc3)c21 (stereo not drawn)	5	2	-1	-38	1	-3	-1.2	1	0
COCCNC(=O)CN1CCCCCC1	4	-6	5	-1	2	1	0.1	4	-1
COc1ccc(CNS(=O)(=O)c2ccc(F)c(C(=O)Nc3ccc(OC)cc3)c2)cc1	12	-3	1	-24	-1	-10	-1.2	-13	-2
CC1(C)CC(=O)CC(=NCC(=O)O)C1	11	-3	5	3	10	4	2.8	-11	4
CC(C)(O)C#Cc1ccc(N2C(c3ccsc3)=Cc3ccc(F)cc3C2c2c[nH]c3ccc(C#N)cc23)cc1 (stereo not drawn)	11	4	2	nt	3	9	nt	0	-5
Cc1cccc(NC(=O)/C(C#N)=C/c2cn(CC(=O)NCc3ccco3)c3ccccc23)c1	7	1	2	19	1	9	-0.6	-2	1
CC(=O)N(C)C1=C(N2CCOCC2)C(=O)c2ccccc2C1=O	10	-3	nt	26	10	nt	-2.3	-1	1
Cc1cc(=O)oc2cc(OCC(=O)N3CCN(c4ccccc4)CC3)c(Cl)cc12	-6	7	14	-25	11	-31	5.2	-5	-5
O=C(CCc1nc2ccccc2c(=O)[nH]1)NNC(=O)COc1cccc(F)c1	-6	4	1	-2	7	13	0.1	0	1
CCNC(=O)NC(=O)C(C)OC(=O)C(C)(C)Oc1ccc(Cl)cc1 (stereo not drawn)	-3	6	-1	-7	-6	5	-0.5	6	-4
CCOC(=O)c1c(NC(=O)C(=O)N/N=C(\C)c2ccc(OC)cc2)sc2c1CCCCC2	21	0	1	-4	3	-16	1.5	3	0
O=C(CSc1nc2ccccc2c(=O)n1Cc1ccco1)NCCN1C(=O)CSC1=O	17	7	0	-12	6	-2	0.1	-4	0
COc1cccc(C(=O)NCCNC(=O)c2cnccn2)c1	-20	-5	-2	12	1	1	0.8	-2	-3
Cc1ccccc1Nc1n[nH]c(C)c1[N+](=O)[O-]	22	-1	2	4	-7	-5	-1.6	4	1

Rewritten with two lines to a compound: 12 of the compounds above.
Results follow in this order: CHO-K1 Ca PAM | CHRM4 PAM | TAAR1 ag | CRFR2-BP antag | M5 antag | TAAR1 antagonist | CRFR2-BP ag | CHRM5 PAM | M5 ag
CN(C)CCCN(C(=O)C1COc2ccccc2O1)c1nc2cc3c(cc2s1)OCO3 (stereo not drawn)
 : -5 | -5 | 7 | 6 | 16 | -4 | 0.2 | -8 | -5
Cc1oc(C(=O)O)cc1COc1cccc2ccccc12
 : 1 | -3 | 1 | -6 | -6 | 10 | 0.5 | -5 | 2
COc1cc(/C=N/Nc2ccccc2[N+](=O)[O-])cc(OC)c1O
 : 23 | 10 | 0 | 23 | 2 | -7 | -0.6 | 1 | -2
C/C(=C\c1ccco1)C1C(C#N)=C(N)Oc2n[nH]c(-c3ccc(C)cc3)c21 (stereo not drawn)
 : 5 | 2 | -1 | -38 | 1 | -3 | -1.2 | 1 | 0
COCCNC(=O)CN1CCCCCC1
 : 4 | -6 | 5 | -1 | 2 | 1 | 0.1 | 4 | -1
COc1ccc(CNS(=O)(=O)c2ccc(F)c(C(=O)Nc3ccc(OC)cc3)c2)cc1
 : 12 | -3 | 1 | -24 | -1 | -10 | -1.2 | -13 | -2
CC1(C)CC(=O)CC(=NCC(=O)O)C1
 : 11 | -3 | 5 | 3 | 10 | 4 | 2.8 | -11 | 4
CC(C)(O)C#Cc1ccc(N2C(c3ccsc3)=Cc3ccc(F)cc3C2c2c[nH]c3ccc(C#N)cc23)cc1 (stereo not drawn)
 : 11 | 4 | 2 | nt | 3 | 9 | nt | 0 | -5
Cc1cccc(NC(=O)/C(C#N)=C/c2cn(CC(=O)NCc3ccco3)c3ccccc23)c1
 : 7 | 1 | 2 | 19 | 1 | 9 | -0.6 | -2 | 1
CC(=O)N(C)C1=C(N2CCOCC2)C(=O)c2ccccc2C1=O
 : 10 | -3 | nt | 26 | 10 | nt | -2.3 | -1 | 1
Cc1cc(=O)oc2cc(OCC(=O)N3CCN(c4ccccc4)CC3)c(Cl)cc12
 : -6 | 7 | 14 | -25 | 11 | -31 | 5.2 | -5 | -5
O=C(CCc1nc2ccccc2c(=O)[nH]1)NNC(=O)COc1cccc(F)c1
 : -6 | 4 | 1 | -2 | 7 | 13 | 0.1 | 0 | 1

Source: PubChem
